PrPC surface inh – inhibitors of human cell surface prion protein PrPC, primary screen, cell-based, TR-FRET; Major prion protein (Homo sapiens), P04156; TR-FRET read-out; inhibition, % at 13.8 µM; 370,000 tested, 0.43% active; AID 720596, 2013; in the data active = inhibition above about 24%; also: 0% = median of the test wells and 100% = reference compound wells
DUSP3 inh – VHR1 phosphatase inhibitors, primary screen, biochemical, absorbance, uHTS. inhibition, % at 13.3 µM. AID 1654, 2009. recombinant VHR phosphatase, pNPP absorbance. 290,000 tested, 0.52% active. Dual specificity protein phosphatase 3 (Homo sapiens), P51452; in the data active = inhibition above about 50%; also: some compounds called inactive have numbers as strong as hits
Target sequence (P51452 whole entry, looked up): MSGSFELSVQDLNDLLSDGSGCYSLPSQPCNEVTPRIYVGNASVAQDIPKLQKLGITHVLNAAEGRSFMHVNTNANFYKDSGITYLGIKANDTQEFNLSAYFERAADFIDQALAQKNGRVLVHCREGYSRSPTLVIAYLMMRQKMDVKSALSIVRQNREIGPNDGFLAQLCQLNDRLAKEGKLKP
TcdB GH inh – TcdB glycohydrolase inhibitors, primary screen, biochemical, single point, plate reader. Toxin B (Clostridioides difficile), P18177. TcdB glycohydrolase enzymatic assay. inhibition, % at 9.99 µM. 350,000 tested, 0.24% active. AID 652162, 2013; in the data active = inhibition above about 10%
Y pestis TopoI – Yersinia pestis topoisomerase I inhibitors, primary screen, biochemical, cleavage product accumulation, plate reader, single point. activity, % at 10 µM. DNA topoisomerase I (Yersinia pestis CO92). 360,000 tested, 0.064% active. Y. pestis Topo-I cleavage product accumulation; in the data active = activity above about 50%, passing the limit was not always enough; also: inactives centre near 2
SSB-PriA inh – inhibitors of Klebsiella pneumoniae PriA binding to SSB C-terminal tail, primary screen, biochemical, AlphaScreen. PriA–SSB C-terminal tail interaction (Klebsiella pneumoniae). AlphaScreen SSBct-PriA binding, biotinylated peptide. inhibition, % at 33 µM. 430,000 tested, 0.6% active. AID 1272365, 2023; in the data active = inhibition mostly above about 37%, no sharp cut-off; inactive = mostly below about 20%;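 also: plate controls were negative control peptide for no effect and reference peptide for full effect; strong numbers were not always called active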
Rv3671c inh – Rv3671c serine protease inhibitors, primary screen, biochemical, fluorescence polarization, M. tuberculosis H37Rv; P9WHR9; inhibition, % at 5.96 µM; 320,000 tested, 0.048% active; in the data active = inhibition above about 38%;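 also: extracellular domain of Rv3671c used as enzyme; 0% = enzyme with DMSO and 100% = no enzyme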
Target sequence (P9WHR9 whole entry, looked up, the tested form may be a part): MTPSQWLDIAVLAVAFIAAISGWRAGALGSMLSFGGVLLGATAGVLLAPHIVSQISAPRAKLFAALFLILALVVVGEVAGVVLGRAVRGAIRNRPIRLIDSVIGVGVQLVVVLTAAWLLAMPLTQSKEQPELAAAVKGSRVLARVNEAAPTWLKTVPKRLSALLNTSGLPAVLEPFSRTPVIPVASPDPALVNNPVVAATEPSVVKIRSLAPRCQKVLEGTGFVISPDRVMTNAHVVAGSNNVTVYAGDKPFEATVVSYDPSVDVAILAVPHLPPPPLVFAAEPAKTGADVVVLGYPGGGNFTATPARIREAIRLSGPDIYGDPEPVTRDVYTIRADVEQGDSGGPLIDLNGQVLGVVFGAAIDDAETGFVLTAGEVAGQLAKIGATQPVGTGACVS
BH1578 lux ind – inducers of Vibrio cholerae quorum light production without autoinducers, primary screen, BH1578 luxS cqsA deficient, single point | V. cholerae BH1578 lux reporter, luminescence, 6 h | activation, % at 18.7 µM | 350,000 tested, 0.16% active; in the data active = activation mostly above about 9.7%, no sharp cut-off; also: not every result past the cut was called active; inactives centre near 0; reference of the scale not given here
CCHF vOTU inh – CCHFV vOTU protease inhibitors, primary screen, biochemical, Pep-AMC substrate, fluorescence | Crimean-Congo hemorrhagic fever virus L polyprotein viral ovarian tumor (vOTU) protease … | inhibition, % at 11.5 µM | 370,000 tested, 0.55% active | AID 651958, 2012; in the data active = inhibition above about 30%; also: 0% = vehicle wells with enzyme and 100% = no enzyme wells
MazF activator – activators of E. coli MazEF toxin-antitoxin RNase, primary screen, biochemical, fluorescence, uHTS; Endoribonuclease toxin MazF (Escherichia coli (strain K12)), P0AE70; FAM/BHQ RNA-DNA oligo cleavage fluorescence, 5 h; activation, % at 20 µM; 350,000 tested, 0.32% active; in the data active = activation above about 50%
Target sequence (P0AE70 whole entry, looked up): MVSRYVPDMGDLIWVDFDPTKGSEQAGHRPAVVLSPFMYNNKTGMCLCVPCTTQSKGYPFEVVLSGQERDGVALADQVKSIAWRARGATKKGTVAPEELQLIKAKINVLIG
3CLpro inhibitor – SARS-CoV 3CLpro protease inhibitors, primary screen, biochemical, quenched FRET; recombinant SARS-CoV 3CLpro, quenched FRET peptide cleavage; inhibition, % at 6 µM; 290,000 tested, 0.14% active; Replicase polyprotein 1ab (Severe acute respiratory syndrome coronavirus), P0C6X7; in the data active = inhibition above about 12%
* = called active by the depositor; i = inactive; . = no result given; & = joins results of further samples. These rows are one share of the data; rates above refer to the full screens.

SMILES | SSB-PriA inh | 3CLpro inhibitor | Y pestis TopoI | CCHF vOTU inh | TcdB GH inh | PrPC surface inh | BH1578 lux ind | Rv3671c inh | DUSP3 inh | MazF activator
COc1ccccc1NC(=O)Nc1ccc(NC(=O)c2ccccc2O)cc1 | 2 | 4 | -15 | 13 | 0.6 | 2 | i | 3 | 2 | -3
COC(=O)C(C)(C)ONC(=O)Nc1ccc(Br)cc1 | -11 | -10 | -4 | -13 | 0.5 | 3 | -1.0 | -5 | 6 | 0
COc1cccc(CN2CC(C(=O)NC3CCC3)CCC2=O)c1 (configuration not stated) | -2 | -3 | 5 | -15 | -2.0 | 5 | -0.1 | -1 | 19 | 11
Cc1c(NC(=O)c2ccc(S(=O)(=O)N3CCOCC3)cc2)c(=O)n(-c2ccccc2)n1C | -13 | 3 | 1 | -10 | 1.3 | 2 | -0.2 | -15 | -4 | 11
CC1CCCN(C/C=C/c2ccccc2[N+](=O)[O-])C1 (configuration not stated) | 6 | 3 | 1 | 4 | . | -14 | -0.9 | 7 | -11 | 1
O=[N+]([O-])c1c(Nc2ccccn2)cc(Cl)c2nonc12 | -5 | 3 | -8 | 113* | -1.7 | -8 | -0.4 | -102 | 4 | -20
O=C(CCCC(=O)OCC(Cl)=C(Cl)Cl)Nc1cccc(F)c1 | -23 | 1 | 13 | -4 | . | 2 | 2.9 | -3 | 17 | 2
COc1ccc(-n2nnnc2CNC(=O)C(=O)c2c[nH]c3ccccc23)cc1 | 6 | . | 6 | 6 | 0.6 | -4 | 0.7 | 5 | . | 10
C=CCNC(=S)N/N=C/c1ccc(-c2ccc(Br)cc2)o1 | . | -7 | 10 | 17 | . | -1 | -0.4 | 11 | 5 | 1
CN(C)/C=N/S(=O)(=O)c1cccn1-c1ncc(C(F)(F)F)cc1Cl | . | -1 | 1 | -6 | -0.5 | 0 | -0.2 | -7 | 8 | -1
Cc1cc2nc(CS(=O)(=O)c3ccccc3)cc(=O)n2[nH]1 | -9 | 6 | 4 | 4 | 0.6 | 9 | i | 2 | 10 | 17
Cc1c(NS(=O)(=O)c2cccc(C(=O)NCc3cccc(Cl)c3)c2)c(=O)n(-c2ccccc2)n1C | 3 | . | 13 | 2 | 1.0 | -5 | i | . | . | 2
N#Cc1ccc(N[C@@H]2CCN3C(=O)c4ccccc4[C@@H]3C[C@H]2O)cc1 | 5 | . | -2 | 5 | 0.0 | -11 | 5.6 | . | . | 3
CC12CCC(C(=O)Nc3cc(F)ccc3F)(CC1=O)C2(C)C (configuration not stated) | 2 | 1 | 10 | -14 | 3.0 | -5 | -0.4 | 6 | 5 | -15
C[C@@H]1CN([C@@H](C)CO)C(=O)CCCn2nncc2CO[C@@H]1CN(C)S(=O)(=O)c1ccc(-n2cccn2)cc1 | . | . | 11 | 12 | 0.5&-0.7 | -6 | -0.7 | . | . | -1
Nc1nc(SCc2ccc3c(c2)OCO3)n[nH]1 | -16&-5 | -3 | -9 | -3 | . | 2 | i | 9 | 11 | 8
COc1ccc(CCNC(=O)COC(=O)c2ccc(N3CCCC3=O)cc2)cc1 | 3 | 4 | 1 | -4 | 1.4 | -2 | -0.5 | -9 | 20 | 12
COc1cc2c(cc1OC)/C(=C/C(=O)c1ccc([N+](=O)[O-])c(C)c1)NCC2 | . | -1 | -3 | 0 | -0.2 | 5 | i | . | 9 | 74*
COCCn1c(Cc2ccccc2)nnc1SCc1nc2ccccc2c(=O)[nH]1 | -20 | 3 | 11 | 11 | . | 7 | 0.8 | -5 | 14 | 6
O=C(CCC(=O)NNc1nc2ccccc2c2nc(-c3ccccc3)nn12)NCCCN1CCCC1=O | -18 | -2 | 25 | -3 | 4.0 | -3 | -0.8 | -8 | 2 | -28

Overlap with the part before: 2 compounds; new compounds follow.
SMILES | SSB-PriA inh | 3CLpro inhibitor | Y pestis TopoI | CCHF vOTU inh | TcdB GH inh | PrPC surface inh | BH1578 lux ind | Rv3671c inh | DUSP3 inh | MazF activator
COCCn1c(Cc2ccccc2)nnc1SCc1nc2ccccc2c(=O)[nH]1 | -20 | 3 | 11 | 11 | . | 7 | 0.8 | -5 | 14 | 6
O=C(CCC(=O)NNc1nc2ccccc2c2nc(-c3ccccc3)nn12)NCCCN1CCCC1=O | -18 | -2 | 25 | -3 | 4.0 | -3 | -0.8 | -8 | 2 | -28
O=C(NCCCC1CCCC1)C1CCC(=O)N(Cc2cccc(C(F)(F)F)c2)C1 (configuration not stated) | -3 | -1 | -11 | 28 | 1.3 | 0 | -0.2 | . | -2 | -5
COc1ccc(NC(=O)c2cc(C3CCCCN3C(=O)c3ccc4c(c3)CCO4)on2)c(C)c1 (configuration not stated) | . | . | 35 | 17 | 1.5 | -2 | i | . | . | .
CN(C)CCc1nn[nH]n1 | -2 | 1 | -5 | -10 | -2.4 | -3 | -0.5 | -3 | 22 | 0
COC(=O)c1c(NC(=O)c2ccc(S(=O)(=O)N3CC(C)OC(C)C3)cc2)sc2c1CCN(C)C2 (configuration not stated) | . | . | 31 | 0 | 1.7 | -96 | i | . | . | -26
O=C(O)CCn1[nH]c(=O)ccc1=O | -15&-22 | 3 | -1 | 4 | . | 8 | i | 13 | 4 | 4
CCCN1CCN(C(=O)CCc2nnc3ccc(N4CCN(c5cccc(OC)c5)CC4)nn23)CC1 | -4 | -1 | 27 | -3 | 1.4 | -17 | -0.5 | 0 | 21 | 5
N#Cc1ccncc1S(=O)c1ccc(Cl)cc1 (configuration not stated) | 0 | 1 | -7 | 2 | -0.1 | -6 | -8.3 | -1 | -16 | 2
CCOC(=O)C1(Cc2cccc(F)c2)CCN(C(=O)C2CCC2)CC1 | -7 | -1 | 26 | 1 | 2.1 | 4 | 1.7 | -3 | 15 | -18
Cc1ccc(C(=O)NCc2ccco2)cc1S(=O)(=O)N1CCOCC1 | -8 | 3 | 8 | -11 | . | 3 | 0.4 | 7 | -2 | -1
CCN1CCN(c2nc3c(c(=O)n(C)c(=O)n3C)n2CCSc2nccc(C)n2)CC1 | -19 | 1 | 4 | 1 | . | -5 | -0.3 | -9 | 26 | -5
Cc1cc(Nc2ccccc2)nc(N2CCN(C(=O)c3ccc4c(c3)OCO4)CC2)n1 | -2 | . | 0 | -7 | 1.8 | -4 | -0.7 | -7 | . | 0
CCC(C)(C)NC(=O)C(c1ccc(C)cc1)N(CCN1CCOCC1)C(=O)CNC(=O)c1cccs1 (configuration not stated) | -4 | 3 | 12 | 2 | 1.4 | -4 | 1.8 | 6 | 24 | 2
O=C(Nc1ccc(Oc2ccccc2)nc1)C1CCCCN1Cc1ccc(O)cc1 (configuration not stated) | . | -1 | -4 | -5 | 1.7 | -4 | -0.4 | -2 | -6 | .
COCCNC(=O)C(c1ccc(O)cc1)N(Cc1cccs1)C(=O)CCC(=O)Nc1ccccn1 (configuration not stated) | -6 | -3 | -1 | 8 | 0.3 | 1 | -0.2 | -3 | 17 | 2
Cc1cc(=O)[nH]c(N/N=C/c2c(F)c(F)c(F)c(F)c2F)n1 | . | -12 | -4 | -5 | 1.1 | 1 | i | -7 | -6 | 5
CN1CCN(S(=O)(=O)c2cccc(C(=O)N(C)C(c3ccccc3)c3ccccc3)c2)CC1 | -8 | . | 9 | -2 | 0.0 | 0 | 10 | 4 | . | -1
O=C(CSc1nnc(CNc2ccccc2)o1)c1ccc2c(c1)OCCO2 | -6 | -3 | 8 | -2 | . | -4 | i | -6 | -4 | -11
CCOC(=O)c1cc(-c2ccc(N)cc2)sc1N | 50* | -4 | -27 | 5 | . | -2 | i | 6 | 13 | 20
CC1CCCCC1NC(=O)c1ccc2c(c1)[nH]c(=O)n2C1CCCC1 (configuration not stated) | -16 | 1 | 7 | 13 | . | 7 | -0.3 | -8 | 4 | 9
CCc1nnc2c(NCCc3ccccc3)nc3ccccc3n12 | 6 | 0 | 1 | -6 | 1.0 | -5 | 0.9 | 1 | . | 7

Carrying on.
SMILES | SSB-PriA inh | 3CLpro inhibitor | Y pestis TopoI | CCHF vOTU inh | TcdB GH inh | PrPC surface inh | BH1578 lux ind | Rv3671c inh | DUSP3 inh | MazF activator
CS(=O)(=O)N1CCN(c2ccc([N+](=O)[O-])cc2F)CC1 | -13 | 5 | 12 | 1 | 1.2 | -33 | -0.5 | -1 | -10 | -8
O=C(NC(c1ccccc1)c1ccc2ccccc2n1)C1CCN(Cc2cccc(C(F)(F)F)c2)CC1 (configuration not stated) | . | . | 32 | 22 | 1.8 | 2 | -0.9 | . | . | .
Cc1c(NC(=O)CSc2nc3ccccc3s2)c(=O)n(-c2ccccc2)n1C | -7 | 0 | -4 | 14 | . | -5 | 0.6 | -2 | 2 | -1
CCOc1ccc2ccccc2c1C1NC(=O)NC(C)=C1C(=O)OCCOC (configuration not stated) | -6 | -1 | 2 | 4 | 2.0 | -4 | -0.5 | 6 | 7 | -4
CCC(=O)Nc1nc2c(OC)ccc(OC)c2s1 | 11 | 5 | -6 | -2 | 1.6 | -9 | -1.0 | -3 | 6 | 2
Cc1cccc(C(=O)OC(C)CN2CCN(C)CC2)c1 (configuration not stated) | 8 | -8 | -8 | -11 | 0.8 | -5 | i | -3 | 19 | 4
CC1=NCCN1S(=O)(=O)c1ccc(Br)c(C)c1 | 2 | 0 | 4 | -17 | . | 4 | 0.3 | 2 | 25 | 3
O=S1(=O)CCOC[C@H](CC2CCCCC2)N1Cc1ccccc1 | -15 | 7 | -4 | 18 | 1.7 | 11 | i | 13 | 13 | 3
Cc1ccc(S(=O)(=O)N(Cc2ccc(Cl)cc2)c2ccccc2C(=O)NCc2ccco2)cc1 | -10 | 6 | 49 | 6 | . | 6 | -0.7 | -9 | 5 | 3
COC(=O)c1cc(Br)ccc1NC(=O)CCNC(=O)c1ccco1 | -12 | 5 | 12 | -3 | -0.5 | -9 | -0.3 | -2 | 2 | -2
C[C@H](CO)N1C[C@H](C)[C@@H](CN(C)C(=O)c2cc(-c3ccccc3)on2)OCc2cn(nn2)CCCC1=O | . | . | 3 | -1 | 0.7&-1.2 | -6 | i | . | . | 7
COc1ccc(/C=N/n2c(-c3n[nH]c4c3CCC4)n[nH]c2=S)cc1 | . | 3 | -1 | 2 | 7.0 | 3 | 0.0 | -9 | 13 | 0
CC(NS(C)(=O)=O)C(c1cccs1)N1CCN(c2ccccc2)CC1 (configuration not stated) | -8 | -5 | 5 | 9 | . | -6 | 6.2 | 8 | 9 | 9
O=C(c1ccco1)N1CCN(C(c2ccc(Cl)cc2)c2nnnn2Cc2ccccc2)CC1 (configuration not stated) | 5 | 1 | -2 | 17 | . | 4 | i | -5 | 9 | -4
Cc1ccc(NC(=O)CSc2ncccc2C(=O)Oc2cccc([N+](=O)[O-])c2)cc1Cl | -14 | 0 | 0 | -13 | -0.1 | -4 | -0.3 | -8 | 13 | -61
Cc1ccc(Nc2nc3nonc3[nH]c2=O)cc1 | -11 | 4 | -7 | 8 | . | 0 | -1.3 | -8 | 21 | 2
O=C(O)CC(Cc1ccc(Br)cc1)C(=O)Nc1ccccc1 (configuration not stated) | -1 | 0 | 5 | -11 | 0.4 | -6 | -0.4 | -4 | 24 | -3

As entered above:
CCC(=O)Nc1nc2c(OC)ccc(OC)c2s1 in DUSP3 inh has 6
Cc1ccc(S(=O)(=O)N(Cc2ccc(Cl)cc2)c2ccccc2C(=O)NCc2ccco2)cc1 in DUSP3 inh has 5
